Source: PubChem BioAssay
BioA inh – inhibitors of Mycobacterium tuberculosis BioA enzyme; 0.096% of 360,000 active; purified M. tuberculosis BioA enzyme, plate reader; inhibition, % at 9.99 µM; in the data active = inhibition above about 40%
MazF activator – increases E. coli MazEF RNase cleavage of RNA; FAM/BHQ RNA-DNA oligo cleavage fluorescence, 5 h; 0.32% of 350,000 active; AID 504720; activation, % at 20 µM; in the data active = activation above about 50%
BH1578 lux ind – quorum light induction in luxS cqsA deficient V. cholerae; V. cholerae BH1578 lux reporter, luminescence, 6 h; activation, % at 18.7 µM; 0.16% of 350,000 active; in the data active = activation mostly above about 9.7%, no sharp cut-off; note: not every result past the cut was called active; inactives centre near 0; reference of the scale not given here
Mtb UGM inh – inhibitors of M. tuberculosis UDP-galactopyranose mutase; P9WIQ1; purified UGM, fluorescence polarization probe displacement; inhibition, % at 10 µM; 0.06% of 320,000 active; in the data active = inhibition above about 10%, passing the limit was not always enough
Target sequence (P9WIQ1 whole entry, looked up): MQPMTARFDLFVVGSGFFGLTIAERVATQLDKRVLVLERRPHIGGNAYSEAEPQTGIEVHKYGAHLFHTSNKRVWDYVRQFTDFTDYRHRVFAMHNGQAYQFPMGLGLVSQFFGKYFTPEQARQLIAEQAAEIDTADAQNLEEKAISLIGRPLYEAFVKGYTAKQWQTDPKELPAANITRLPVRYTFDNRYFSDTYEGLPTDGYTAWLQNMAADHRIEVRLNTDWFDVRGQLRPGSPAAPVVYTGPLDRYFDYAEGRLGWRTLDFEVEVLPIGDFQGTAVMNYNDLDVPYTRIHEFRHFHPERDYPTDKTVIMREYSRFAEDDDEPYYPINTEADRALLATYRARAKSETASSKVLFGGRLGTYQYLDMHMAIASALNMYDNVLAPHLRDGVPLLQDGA
GDH-TPI counter – counter-screen for M. tuberculosis FBA inhibitors: GDH-TPI coupled enzymes | GDH-TPI coupled enzyme counterscreen, NADH absorbance | inhibition, % at 4.8 µM | 1.2% of 360,000 active | AID 588335; in the data active = inhibition above about 30%;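 note: 0% = DMSO wells and 100% = wells lacking the enzyme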
SSB-PriA inh – K. pneumoniae PriA-SSBct interaction inhibition | AlphaScreen SSBct-PriA binding, biotinylated peptide | inhibition, % at 33 µM | 0.6% of 430,000 active | AID 1272365; in the data active = inhibition mostly above about 37%, no sharp cut-off; inactive = mostly below about 20%;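 note: plate controls were negative control peptide for no effect and reference peptide for full effect; strong numbers were not always called active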
Mtb FBA inh – inhibitors of M. tuberculosis fructose-bisphosphate aldolase; P9WQA3; purified M. tuberculosis FBA, fluorescence read-out; inhibition, % at 1 µM; 2.3% of 360,000 active; AID 588726; in the data active = inhibition above about 27%;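 note: 0% = vehicle and 100% = reference inhibitor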
VHR inh abs – inhibitors of human VHR1 phosphatase (DUSP3) | P51452 | recombinant VHR phosphatase, pNPP absorbance | inhibition, % at 13.3 µM | 0.52% of 290,000 active | AID 1654; in the data active = inhibition above about 50%; note: some compounds called inactive have numbers as strong as hits
Target sequence (P51452 whole entry, looked up): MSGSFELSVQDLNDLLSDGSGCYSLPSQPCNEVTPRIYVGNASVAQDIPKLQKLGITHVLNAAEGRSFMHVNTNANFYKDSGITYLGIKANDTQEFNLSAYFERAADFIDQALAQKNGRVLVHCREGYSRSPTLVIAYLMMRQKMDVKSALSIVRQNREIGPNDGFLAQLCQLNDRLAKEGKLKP
Rv3671c protease – inhibitors of M. tuberculosis serine protease Rv3671c | 0.048% of 320,000 active | inhibition, % at 5.96 µM | P9WHR9; in the data active = inhibition above about 38%;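 note: extracellular domain of Rv3671c used as enzyme; 0% = enzyme with DMSO and 100% = no enzyme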
Target sequence (P9WHR9 whole entry, looked up, the tested form may be a part): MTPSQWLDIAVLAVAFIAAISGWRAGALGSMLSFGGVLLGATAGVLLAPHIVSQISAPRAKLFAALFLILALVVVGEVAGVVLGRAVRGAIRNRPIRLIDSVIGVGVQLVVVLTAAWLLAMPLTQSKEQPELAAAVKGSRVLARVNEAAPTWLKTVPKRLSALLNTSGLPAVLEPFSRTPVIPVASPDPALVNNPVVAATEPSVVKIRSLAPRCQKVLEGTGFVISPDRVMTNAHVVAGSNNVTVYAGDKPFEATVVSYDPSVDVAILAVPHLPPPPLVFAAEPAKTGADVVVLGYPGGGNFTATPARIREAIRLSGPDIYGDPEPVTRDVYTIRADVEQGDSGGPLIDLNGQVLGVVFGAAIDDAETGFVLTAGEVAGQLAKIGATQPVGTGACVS
SARS 3CLpro inh – SARS-CoV 3CLpro protease inhibition; recombinant SARS-CoV 3CLpro, quenched FRET peptide cleavage; P0C6X7; inhibition, % at 6 µM; AID 1706; 0.14% of 290,000 active; in the data active = inhibition above about 12%
The depositor's hits bear a star; i = inactive; x = no result given; + = active, no number. The list is partial, so the mix of outcomes need not match the whole.

1: Cc1ccc2cc(C)c(N3CCN(c4ccccn4)CC3)nc2c1
2: CCC(=O)Oc1ccc(C(=O)Nc2cccc(C(=O)NCC(C)C)c2)cc1
3: COc1ccc([N+](=O)[O-])cc1NC(=O)CSc1ccccc1
4: COc1ccc2c(c1)[nH]c1c(=O)n(Cc3ccccn3)cnc12
5: Fc1ccc(CNC(=S)Nc2cccc(C(F)(F)F)c2)cc1
Assay by compound | 1 | 2 | 3 | 4 | 5
BioA inh | -1.3 | x | 1.7 | 1.0 | x
MazF activator | -11.3 | 6.0 | 3.4 | 2.2 | 4.1
BH1578 lux ind | i | i | -2.1 | 2.0 | -0.5
Mtb UGM inh | 0.9 | 1.3 | 0.8 | 2.4 | 0.6
GDH-TPI counter | 7.2 | 4.4 | -3.0 | 4.0 | 5.8
SSB-PriA inh | -13.3 | -16.3 | -11.4 | 0.1 | -27.7
Mtb FBA inh | -1.2 | 0.0 | -4.2 | 0.9 | -0.8
VHR inh abs | -3.8 | -3.9 | 39.4 | 2.6 | 4.3
Rv3671c protease | -3.1 | -0.5 | -0.7 | -11.2 | -10.7
SARS 3CLpro inh | 1.0 | 4.8 | 4.0 | 2.6 | 2.6

6: COc1ccc(Cl)cc1Nc1nnc(-c2ccncc2)s1
7: COc1ccc(N2C(=O)/C(=C/c3cccs3)C(=O)NC2=S)cc1
8: C#CCSc1nnnn1-c1cccc(Cl)c1
9: FC(F)(F)c1ccccc1NC(=S)N1CCN(c2ccccn2)CC1
10: CC(C)(C)c1ccc(C(=O)N2CCC(C(=O)NC3CC3)CC2)cc1
Assay by compound | 6 | 7 | 8 | 9 | 10
BioA inh | -1.8 | -0.8 | -0.3 | -0.5 | -1.2
MazF activator | -17.9 | -0.3 | -0.2 | 6.4 | 3.0
BH1578 lux ind | i | -0.1 | -0.9 | i | i
Mtb UGM inh | 0.1 | 0.9 | 0.7 | 1.9 | 0.6
GDH-TPI counter | 7.9 | 10.1 | 8.1 | -5.1 | -0.7
SSB-PriA inh | 0.6 | 2.1 | -24.3 | -2.9 | 2.5
Mtb FBA inh | -2.4 | 0.1 | -1.7 | 0.6 | -1.5
VHR inh abs | 17.2 | 8.4 | 2.6 | 28.4 | 7.4
Rv3671c protease | 3.7 | -4.7 | 1.8 | 0.3 | 1.9
SARS 3CLpro inh | -5.1 | 1.3 | -1.1 | -1.3 | 0.6

In the list so far, four contain an aryl methoxy group.
3: COc1ccc([N+](=O)[O-])cc1NC(=O)CSc1ccccc1
4: COc1ccc2c(c1)[nH]c1c(=O)n(Cc3ccccn3)cnc12
6: COc1ccc(Cl)cc1Nc1nnc(-c2ccncc2)s1
7: COc1ccc(N2C(=O)/C(=C/c3cccs3)C(=O)NC2=S)cc1
Assay by compound | 3 | 4 | 6 | 7
BioA inh | 1.7 | 1.0 | -1.8 | -0.8
MazF activator | 3.4 | 2.2 | -17.9 | -0.3
BH1578 lux ind | -2.1 | 2.0 | i | -0.1
Mtb UGM inh | 0.8 | 2.4 | 0.1 | 0.9
GDH-TPI counter | -3.0 | 4.0 | 7.9 | 10.1
SSB-PriA inh | -11.4 | 0.1 | 0.6 | 2.1
Mtb FBA inh | -4.2 | 0.9 | -2.4 | 0.1
VHR inh abs | 39.4 | 2.6 | 17.2 | 8.4
Rv3671c protease | -0.7 | -11.2 | 3.7 | -4.7
SARS 3CLpro inh | 4.0 | 2.6 | -5.1 | 1.3

The listing continues:
11: COc1ccc(-c2csc(N3CCN(S(=O)(=O)c4ccc5c(c4)NC(=O)CO5)CC3)n2)cc1
12: O=C(Nc1cccc(C(=O)Nc2ccccc2C(=O)O)c1)c1cccc(Cl)c1
13: O=C(c1ccccc1)N(Cc1cccnc1)C1(C(=O)Nc2ccccc2)CCCCC1
14: Cc1noc(C)c1S(=O)(=O)N(C)C[C@H]1Oc2ccc(NS(=O)(=O)c3ccc(F)cc3)cc2C(=O)N([C@H](C)CO)C[C@@H]1C
15: Cc1ccc(/C=C/S(=O)(=O)NCCC(=O)NCc2ccccc2F)cc1
Assay by compound | 11 | 12 | 13 | 14 | 15
BioA inh | x | x | x | -0.3 | 2.0
MazF activator | -14.7 | 0.3 | 1.2 | -12.7 | -2.7
BH1578 lux ind | i | -0.5 | -0.2 | -1.1 | -0.4
Mtb UGM inh | -2.8 | 2.2 | -1.4 | -1.8 | -0.6
GDH-TPI counter | -1.3 | -11.2 | 4.6 | -5.5 | -8.2
SSB-PriA inh | 9.8 | 3.2 | 2.5 | 4.1 | -7.7
Mtb FBA inh | -1.7 | 3.1 | 0.0 | -0.9 | -2.7
VHR inh abs | 12.3 | x | 1.0 | x | x
Rv3671c protease | -17.8 | -19.6 | -5.8 | 3.8 | -3.7
SARS 3CLpro inh | 1.5 | x | -2.4 | x | x

Continued; the last three above are carried over.
13: O=C(c1ccccc1)N(Cc1cccnc1)C1(C(=O)Nc2ccccc2)CCCCC1
14: Cc1noc(C)c1S(=O)(=O)N(C)C[C@H]1Oc2ccc(NS(=O)(=O)c3ccc(F)cc3)cc2C(=O)N([C@H](C)CO)C[C@@H]1C
15: Cc1ccc(/C=C/S(=O)(=O)NCCC(=O)NCc2ccccc2F)cc1
16: CC(=O)c1c(C)nn(C(=O)c2cccs2)c1C
17: CNc1cccc(-c2cccc(O)c2)n1
18: Cc1c(Cl)ccc2c1NC(=O)[C@]21[C@@H]2C(=O)N(Cc3ccccc3)C(=O)[C@@H]2[C@@H]2CCCN21
19: CC(C)N(C)NC(=S)Nc1ccccc1
20: NC(=O)c1cc([N+](=O)[O-])cc2c1C=Cc1ccccc1O2
Assay by compound | 13 | 14 | 15 | 16 | 17 | 18 | 19 | 20
BioA inh | x | -0.3 | 2.0 | -1.9 | 0.4 | -0.2 | x | -0.6
MazF activator | 1.2 | -12.7 | -2.7 | -2.1 | x | -4.6 | -3.5 | 11.4
BH1578 lux ind | -0.2 | -1.1 | -0.4 | -3.1 | 2.6 | i | -0.3 | 0.1
Mtb UGM inh | -1.4 | -1.8 | -0.6 | -0.5 | x | -0.1 | 0.5 | -1.2
GDH-TPI counter | 4.6 | -5.5 | -8.2 | 7.7 | -2.6 | 4.3 | 1.1 | 1.9
SSB-PriA inh | 2.5 | 4.1 | -7.7 | -2.2 | x | 10.7 | -0.8 | -9.8
Mtb FBA inh | 0.0 | -0.9 | -2.7 | 0.1 | 18.0 | 2.9 | 2.5 | 2.6
VHR inh abs | 1.0 | x | x | 27.3 | x | 23.2 | -6.7 | 16.9
Rv3671c protease | -5.8 | 3.8 | -3.7 | 3.4 | x | -3.9 | 3.6 | -6.8
SARS 3CLpro inh | -2.4 | x | x | -1.4 | x | 10.5 | -2.3 | 2.1

21: O=C(NC(CC(=O)N1CCN(c2ccccc2)CC1)c1ccccc1)c1ccccc1 (centres undefined)
22: C(=N\Nc1nc2ccccc2[nH]1)/c1cccc2nccnc12
23: Cc1ccc(N2C(=O)c3ccc(C(=O)Nc4cccnc4)cc3C2=O)c(C)c1
24: Cc1cc(C)n(S(=O)(=O)c2cc(Cl)ccc2Cl)n1
25: CC(C)c1ccc(/C=N/Nc2cc(N3CCOCC3)nc(N3CCOCC3)n2)cc1
Assay by compound | 21 | 22 | 23 | 24 | 25
BioA inh | 4.9 | -1.2 | 29.2 | 1.3 | 1.3
MazF activator | -5.5 | 10.9 | 2.2 | 1.9 | -8.0
BH1578 lux ind | -0.8 | -0.3 | i | -0.1 | -1.1
Mtb UGM inh | x | -4.1 | 5.1 | 4.1 | -1.0
GDH-TPI counter | -14.6 | 9.4 | -2.6 | -4.6 | 15.7
SSB-PriA inh | x | i | 9.5 | -6.6 | x
Mtb FBA inh | -2.9 | -3.9 | 0.5 | 1.9 | 0.9
VHR inh abs | x | 8.4 | 37.1 | 20.9 | 1.7
Rv3671c protease | x | 19.1 | -0.6 | -9.5 | -1.2
SARS 3CLpro inh | x | -2.5 | -0.1 | 1.6 | -0.4

26: Cn1c(N)c(C(=O)COC(=O)/C=C/c2ccccc2)c(=O)n(C)c1=O
27: CC(C)N1CC=C2C(C#N)=C(N)C(C#N)(C#N)C(c3ccccc3)C2C1 (centres undefined)
28: O=C(NC1CCCCCC1)C1CCN(C(=O)c2ccc(Br)cc2)CC1
29: CC(C)CN(C(=O)COC(=O)CCc1c[nH]c2ccccc12)C1CCS(=O)(=O)C1 (centres undefined)
30: COc1cc2c(cc1OC)CN(CC(=O)Nc1ccccc1C#N)CC2
Assay by compound | 26 | 27 | 28 | 29 | 30
BioA inh | 1.4 | -13.9 | 3.0 | 0.4 | 0.1
MazF activator | 3.5 | -69.0 | 0.8 | 8.0 | 3.4
BH1578 lux ind | i | i | -1.6 | x | i
Mtb UGM inh | -1.0 | 7.9 | -1.2 | -4.9 | -1.3
GDH-TPI counter | -3.9 | 1.2 | -6.5 | 0.9 | 0.8
SSB-PriA inh | -6.6 | 3.0 | -19.4 | -18.3 | 3.7
Mtb FBA inh | -5.1 | + | 0.3 | 5.2 | 64.7*
VHR inh abs | x | -4.9 | 26.4 | 14.2 | 14.6
Rv3671c protease | 0.4 | -7.5 | 0.5 | 2.3 | -2.4
SARS 3CLpro inh | x | -2.6 | -0.1 | -2.5 | 4.2

31: C=C(C)C1CC=C(C)/C(=N/NC(=O)COc2cccc(C)c2)C1 (centres undefined)
32: CN(c1ccccc1)S(=O)(=O)c1ccc2c(c1)OCCO2
33: COc1ccc(C(C(=O)NC2CCCC2)N(C(=O)c2ccco2)c2ccc(OC)c(OC)c2)cc1 (centres undefined)
34: O=C(NC1CCC(O)CC1)c1cccnc1Sc1ccccc1Cl (centres undefined)
35: Cc1nn2cc(-c3ccc(Cl)cc3)cnc2c1Br
Assay by compound | 31 | 32 | 33 | 34 | 35
BioA inh | 3.7 | 0.0 | 0.8 | 1.4 | x
MazF activator | 2.7 | -8.5 | 1.9 | 0.0 | -2.8
BH1578 lux ind | -0.2 | -0.1 | i | i | -1.4
Mtb UGM inh | 0.4 | 0.1 | -0.5 | -1.3 | 1.7
GDH-TPI counter | -7.3 | 3.8 | 1.9 | -3.2 | 12.4
SSB-PriA inh | x | -14.3 | 7.2 | -7.5 | 4.6
Mtb FBA inh | -1.9 | 3.5 | -7.5 | 1.5 | 1.0
VHR inh abs | -1.0 | x | 13.2 | -9.1 | 16.6
Rv3671c protease | 4.0 | -4.5 | 10.2 | 10.0 | 9.7
SARS 3CLpro inh | 3.9 | x | 0.8 | -6.0 | 1.6

36: COc1cc(C(=O)NCC(c2cccs2)N2CCc3ccccc32)cc(OC)c1OC (centres undefined)
37: CCc1c(C)c(C#N)c2nc3ccccc3n2c1Nc1c(C)n(C)n(-c2ccccc2)c1=O
38: CCN1CCN(C(=S)NC(=O)/C=C/c2cccs2)CC1
39: O=C(NCCO)c1c(O)c2cccc3c2n(c1=O)CC3
40: COc1cc(NC(=S)NN2CCN(C)CC2)cc(OC)c1
41: CC(OC(=O)C1CCCC1)C(=O)Nc1ccc(S(N)(=O)=O)cc1 (centres undefined)
42: COc1ccc(NS(=O)(=O)c2ccc3ccccc3c2)c2ncccc12
43: CN(Cc1ccccc1)C(=O)CN(c1ccccc1Cl)S(C)(=O)=O
Assay by compound | 36 | 37 | 38 | 39 | 40 | 41 | 42 | 43
BioA inh | -1.2 | -2.0 | x | x | -7.3 | -0.6 | 0.0 | 1.5
MazF activator | -0.1 | -12.2 | 10.5 | 1.2 | -7.3 | -28.1 | -2.0 | 10.0
BH1578 lux ind | i | -0.1 | -0.2 | i | i | i | i | i
Mtb UGM inh | -1.6 | 2.5 | -1.8 | 2.0 | 3.6 | -2.3 | -0.2 | 1.1
GDH-TPI counter | -8.4 | -2.4 | 13.8 | 0.0 | 4.2 | -4.3 | 0.0 | 5.5
SSB-PriA inh | -3.7 | 5.9 | -2.6 | 7.6 | -24.5 | -2.4 | 1.4 | -1.1
Mtb FBA inh | 1.0 | 5.0 | -0.1 | 4.9 | 1.4 | 3.5 | 16.8 | 1.0
VHR inh abs | x | 20.0 | -9.5 | -4.6 | -6.0 | x | -2.6 | -11.8
Rv3671c protease | 5.5 | -9.3 | 1.6 | 0.9 | 3.4 | -2.0 | 8.6 | -2.1
SARS 3CLpro inh | x | -1.5 | -2.8 | -0.5 | 0.7 | x | -3.5 | -0.1
